Bioassay records (PubChem)
PP5 primary: PP5 (human) phosphatase inhibition; P53041; purified PP5c, OMFP substrate fluorescence; inhibition, % at 6.7 µM; 320,000 compounds, 0.18% hits; AID 1987;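 active means inhibition above the campaign's mean inhibition across all tested compounds plus 3 SD, cut at about 9.5% in these data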;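 further: 0% = DMSO only and 100% = 100 µM cantharidin control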
Target sequence (P53041 whole entry, looked up): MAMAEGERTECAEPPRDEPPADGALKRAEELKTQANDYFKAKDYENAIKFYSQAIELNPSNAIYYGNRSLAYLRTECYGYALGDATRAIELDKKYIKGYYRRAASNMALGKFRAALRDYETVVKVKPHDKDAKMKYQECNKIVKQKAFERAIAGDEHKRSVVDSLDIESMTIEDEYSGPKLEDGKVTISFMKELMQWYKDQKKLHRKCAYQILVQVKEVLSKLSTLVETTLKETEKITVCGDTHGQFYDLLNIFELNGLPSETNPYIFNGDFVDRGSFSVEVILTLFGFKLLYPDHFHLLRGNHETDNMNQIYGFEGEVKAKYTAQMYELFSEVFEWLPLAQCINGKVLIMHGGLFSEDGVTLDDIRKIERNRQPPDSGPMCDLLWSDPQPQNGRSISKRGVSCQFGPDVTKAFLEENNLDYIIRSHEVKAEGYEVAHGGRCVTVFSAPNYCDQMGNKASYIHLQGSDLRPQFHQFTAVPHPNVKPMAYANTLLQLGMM
TPT1 inh: C. albicans TPT1 enzyme inhibition | inhibition, % at 5 µM | 300,000 compounds, 0.81% hits | recombinant caTPT1, FP RNA substrate dephosphorylation;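 active means inhibition above the mean of all tested compounds plus 3 SD, set per screening campaign, cut at about 24% in these data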;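 further: plate controls were DMSO alone for no effect and ferristatin control at 100 nM for full effect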
ZTA DNA inh: counter-screen for EBNA-1 inhibitors: inhibitors of Epstein-Barr virus ZTA; P03206; ZTA-DNA binding, fluorescence polarization; inhibition, % at 11 µM; 320,000 compounds, 0.15% hits; in the data active means inhibition above about 33%
Target sequence (P03206 whole entry, looked up): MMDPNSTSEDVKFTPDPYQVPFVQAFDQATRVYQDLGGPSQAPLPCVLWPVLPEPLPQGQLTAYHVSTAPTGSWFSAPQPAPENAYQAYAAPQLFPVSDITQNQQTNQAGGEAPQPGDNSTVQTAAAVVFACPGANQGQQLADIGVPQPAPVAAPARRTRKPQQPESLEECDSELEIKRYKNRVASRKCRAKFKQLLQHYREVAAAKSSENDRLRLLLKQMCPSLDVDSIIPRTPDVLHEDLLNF
core dimer inh: blocks dimerization of HCV core protein; TR-FRET GST/Flag-core106 dimerization, 1536-well; inhibition, % at 5 µM; 300,000 compounds, 0.33% hits; AID 1899;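 active means inhibition above the mean of all tested compounds plus 3 SD, set per screening campaign, cut at about 45% in these data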
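assay system = GST-tagged and Flag-tagged HCV core protein residues 1-106 | controls = unlabelled core106 and no-GST-core106 wells | incubation = compound-protein-antibody incubation 4 h at 22.5 °C | probe or stimulus = Eu donor and XL665 acceptor anti-tag antibodies | read-out = % inhibition based on acceptor/donor emission ratio | signal = TR-FRET 671 and 617 nm emission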
CTSL1 counter: blocks F. hepatica cathepsin L1 in PFM18AAP counter-screen; recombinant F. hepatica cathepsin L1, Z-Leu-Arg-MCA fluorescence; inhibition, % at 5.96 µM; 300,000 compounds, 0.49% hits; AID 1906;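 active means inhibition above the mean of all tested compounds plus 3 SD, set per screening campaign, cut at about 17% in these data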;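 further: 0% = plate median of test compound wells and 100% = 1 µM Z-Phe-Ala-diazomethylketone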
Yeast superoxide: lowers age-related superoxide in aged yeast cells | S. cerevisiae aged cells, superoxide DHE fluorescence; active compounds read low | superoxide response (% of plate mean), % at 10 µM | 330,000 compounds, 0.18% hits | AID 2690;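 active means superoxide response under a set limit, about three screen SD below normal, cut at about 65% in these data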;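 further: yeast aged for seven days with compound at 30 °C before DHE staining; 100% = average MFI of all compound-treated wells on the plate with controls excluded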
EBNA-1 inh: blocks EBNA-1 binding to DNA. EBNA-1 DNA binding, fluorescence polarization. inhibition, % at 14.8 µM. 300,000 compounds, 0.34% hits; in the data active means inhibition above about 28%
PP1 counter: counter-screen for PP5 inhibitors: inhibitors of human PP1-alpha | P62136 | purified PP1alpha, OMFP fluorescence | inhibition, % at 6.7 µM | 320,000 compounds, 0.9% hits;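 active means inhibition above the mean inhibition of all tested compounds plus 3 SD, computed separately for each screening campaign, cut at about 15% in these data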
Target sequence (P62136 whole entry, looked up): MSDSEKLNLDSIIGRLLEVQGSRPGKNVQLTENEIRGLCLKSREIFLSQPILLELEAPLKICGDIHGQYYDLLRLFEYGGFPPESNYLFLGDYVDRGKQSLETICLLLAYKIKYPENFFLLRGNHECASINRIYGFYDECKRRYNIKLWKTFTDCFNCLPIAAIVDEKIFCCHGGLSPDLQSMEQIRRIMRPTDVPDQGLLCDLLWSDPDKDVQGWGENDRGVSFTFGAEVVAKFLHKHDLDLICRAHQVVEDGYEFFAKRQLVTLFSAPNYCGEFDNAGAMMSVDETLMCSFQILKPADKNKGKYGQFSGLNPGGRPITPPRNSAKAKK
GASC-1 inh: inhibitors of human GASC-1 (JMJD2C) demethylase. Q9H3R0. GST-JMJD2C(1-420) H3K9me3 demethylation, DELFIA europium. inhibition, % at 2.35 µM. 330,000 compounds, 0.069% hits;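 active means more than half of a compound's replicate wells show inhibition beyond 50%, single wells judged on their own value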;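 further: signal counts dimethyl H3K9 product captured on neutravidin plate; 0% = median of DMSO wells and 100% = 0.3 times that DMSO median; strong numbers were not always called active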
* marks the source's active call; other numbers are inactive results; / = no result given.

SMILES	PP5 primary	TPT1 inh	ZTA DNA inh	core dimer inh	CTSL1 counter	Yeast superoxide	EBNA-1 inh	PP1 counter	GASC-1 inh
CC(=O)Nc1ccc(NC(=O)[C@@H](NC(=O)c2cccc(C)c2)C(C)C)cc1	0.3	0	-15	0	2	95	-6	-1	-11
CC1(C)C=Cc2c(c3c(c4c(=O)c(-c5ccc(O)cc5)coc24)OC(C)(C)CC3)O1	3.9	1	0	7	2	126	-7	6	-2
Cc1ccccc1-n1nc(C(=O)c2cccs2)cc(-c2nc3ccccc3[nH]2)c1=N	0.9	2	21	23	3	104	2	13	3
Cc1ccc(N/N=C(\C#N)C(=N)N2CCCCCC2)cc1	-1.7	-5	-20	-8	4	104	-5	-4	-2
O=C(O)/C=C/c1ccc([N+](=O)[O-])o1	-2.1	-3	0	4	3	96	8	0	14
Cc1csc2ncc(C(=O)N3CCCc4ccccc43)c(=O)n12	-0.2	1	-8	4	2	105	-10	-4	27
CCOC(=O)c1c(-c2ccc(OC)cc2)oc2ccc(OCC(N)=O)cc12	0.1	-3	8	4	-2	94	12	-2	-22
O=C(Cc1ncc(C(F)(F)F)cc1Cl)N1CCN(c2cccc(Cl)c2)CC1	-4.8	1	-17	0	0	103	-13	1	-7
CCOC(=O)CCCNC(=O)COc1ccccc1C#N	0.4	-5	0	-1	-2	95	5	3	0
O=C(CN(Cc1ccccc1)C(=O)c1csnn1)NCc1ccccc1	1.9	2	19	-1	0	89	2	0	7
Cc1cc(F)ccc1S(=O)(=O)N1CCCOC1CNC(=O)C(=O)NCCc1c[nH]c2ccccc12 (centres undefined)	4.3	-1	2	2	0	99	3	3	2
CCOC(=O)NCc1ccc(S(=O)(=O)Nc2ccc(C)cc2)cc1	-1.0	2	13	3	3	102	7	-2	9
COCCNC(=O)CN(C(=O)CCC(=O)Nc1ccccn1)c1ccccc1OC	1.1	2	-6	1	-2	89	3	7	-26
CCN(CC)CCn1c(NCc2cccc(OC)c2OC)nc2ccccc21	-0.9	-2	-11	0	4	98	-7	1	10
Cc1ccc(NC(=O)N2CCC(C(=O)NCc3ccc(F)cc3)CC2)cc1	-0.1	-1	-7	0	2	85	5	-5	34
CCCNC(=O)C(Cc1ccc(OC)cc1)NC(=O)c1ccc(Cl)cc1 (centres undefined)	-1.5	/	-19	/	/	99	/	-4	1
O=C(c1ccccc1Cc1ccccc1)N1CCN(S(=O)(=O)c2ccccc2)CC1	3.9	3	-11	1	3	103	8	-1	5
CCOC(=O)C1(Cc2ccccc2)CCCN(Cc2ccc(OCCO)cc2)C1 (centres undefined)	1.4	2	-6	-5	-1	84	-8	1	1
COc1ccc(C2NC(=O)N(CCCC(=O)O)C(C)=C2C(=O)OCc2ccccc2)cc1 (centres undefined)	3.1	-4	15	12	1	99	4	-2	3
Cc1ccc(-c2nnc(SCC(=O)OC(C)C)n2N)cc1	2.5	2	5	5	0	114	-13	0	-9
O=C(/C=C/C=C/c1ccccc1)CC1(O)C(=O)N(CCc2ccccc2)c2ccccc21 (centres undefined)	5.5	-6	3	16	18*	92	-13	8	0
OCCC1CN(Cc2cccc3c2OCO3)CCN1Cc1ccccc1 (centres undefined)	-7.9	2	-13	2	3	108	-12	-5	6
Cc1oc(-c2cccc(F)c2)nc1CN(Cc1ccccc1)C[C@@H]1CCC(=O)N1	2.3	-3	-6	9	1	103	-5	0	4
Cn1cc(CNCc2cnc3ccccn23)c(-c2ccc(Oc3ccccc3)cc2)n1	1.8	-3	9	-3	0	87	-4	-3	-4

An excerpt from above in order of the core dimer inh value, smallest number first:
canonical_smiles	core dimer inh
Cn1cc(CNCc2cnc3ccccn23)c(-c2ccc(Oc3ccccc3)cc2)n1	-3
CCN(CC)CCn1c(NCc2cccc(OC)c2OC)nc2ccccc21	0
O=C(c1ccccc1Cc1ccccc1)N1CCN(S(=O)(=O)c2ccccc2)CC1	1
OCCC1CN(Cc2cccc3c2OCO3)CCN1Cc1ccccc1 (centres undefined)	2
COc1ccc(C2NC(=O)N(CCCC(=O)O)C(C)=C2C(=O)OCc2ccccc2)cc1 (centres undefined)	12

Continued.
SMILES	PP5 primary	TPT1 inh	ZTA DNA inh	core dimer inh	CTSL1 counter	Yeast superoxide	EBNA-1 inh	PP1 counter	GASC-1 inh
CSc1nsc(SCC(=O)Nc2ccccc2C(N)=O)n1	-1.0	-3	13	9	1	100	3	-2	-21
COc1ccc(Cn2ccnc2)cc1Br	3.4	-1	-9	5	-3	102	-2	1	13
O=S(=O)(/C=C/c1ccccc1)N1CCN(Cc2ccccc2)CC1	1.2	-2	-9	4	-2	93	-15	0	0
Cn1ccnc1CN1CCN(C(=O)c2cc(COc3ccc(F)c(F)c3)on2)CC1	0.9	-4	-5	-2	0	97	-2	-1	1
CCn1c(SCC(=O)N(C)C2CCS(=O)(=O)C2)nnc1-c1ccccc1 (centres undefined)	0.5	-3	-8	-1	-4	96	-5	-2	12
COc1cccc(C(=O)NC(=S)Nc2ccc(Cl)cc2C(=O)O)c1	-1.7	-1	14	4	6	93	12	-3	-1
O=C(Cc1cccc2ccccc12)Nc1nc2ccccc2[nH]1	2.8	1	-20	-2	2	89	-4	5	-3
CC1(C)C[C@H](O)[C@@]23C[C@@H](OC2=O)[C@]2(C)C(=CCC4[C@@]5(C)CC[C@H](O)C(C)(C)C5CC[C@]42C)[C@@H]3C1 (some centres undefined)	8.6	0	2	-6	-2	106	3	2	-12
O=C(c1ccc2ccccc2n1)N1CCN(Cc2c(F)cccc2Cl)CC1	-0.4	-1	2	-2	-2	93	4	2	5
CCn1ncc(CN2CCC(Oc3ccc(C(=O)N4CCCC4)cc3)CC2)c1C	2.3	0	1	-3	2	117	-3	-4	-3
O=C(O)CCC(=O)N1CCc2cc(S(=O)(=O)NCc3cccs3)ccc21	-0.3	-2	-7	-3	-2	98	-14	-4	12
COc1cccc(-c2nc3ccccc3s2)c1O	2.8	-2	8	-4	6	114	15	0	8

Compound profiles (already shown). Order of values: PP5 primary, TPT1 inh, ZTA DNA inh, core dimer inh, CTSL1 counter, Yeast superoxide, EBNA-1 inh, PP1 counter, GASC-1 inh
O=C(Cc1cccc2ccccc12)Nc1nc2ccccc2[nH]1 is entered as 2.8, 1, -20, -2, 2, 89, -4, 5, -3
COc1cccc(C(=O)NC(=S)Nc2ccc(Cl)cc2C(=O)O)c1 is entered as -1.7, -1, 14, 4, 6, 93, 12, -3, -1
CSc1nsc(SCC(=O)Nc2ccccc2C(N)=O)n1 is entered as -1.0, -3, 13, 9, 1, 100, 3, -2, -21

More results follow.
SMILES	PP5 primary	TPT1 inh	ZTA DNA inh	core dimer inh	CTSL1 counter	Yeast superoxide	EBNA-1 inh	PP1 counter	GASC-1 inh
Cc1ccc(S(=O)(=O)N2CCN(C(=O)COC(=O)CSc3ccccc3)CC2)c(C)c1	0.1	-19	14	6	-25	107	5	0	0
Cc1ncc([N+](=O)[O-])n1CC(=O)Nc1ccccc1	0.6	-7	4	-1	-3	81	-7	-4	3
O=c1c2cc(NC(=S)N3CCCC3)ccc2nc2n1CCCCC2	-0.6	0	-10	-12	-3	102	-4	-2	12
CC(Cn1nnc2ccccc21)C(=O)O (centres undefined)	-0.3	-1	18	-5	-6	98	6	0	-6
COCCNC(=O)C(c1ccc(F)cc1)N(Cc1ccccc1)C(=O)CCC(=O)Nc1nccs1 (centres undefined)	1.5	1	1	8	-2	97	-2	1	-1
CCN(C(=O)CN1C(=O)c2ccc([N+](=O)[O-])cc2C1=O)C1CCCCC1	-0.9	0	7	-1	2	101	5	-5	13
CCC(=O)N1CCN(c2ccc(NC(=O)c3cc4ccccc4o3)cc2)CC1	4.0	2	4	2	1	110	-4	1	12
Cc1cc(O)c(C(C)C)cc1NC(=O)c1cccc(Cl)c1	-1.0	-1	3	-3	-1	82	7	1	-4
COc1ccc(CNC(=O)COC(=O)c2n[nH]c3ccccc23)cc1OC	0.9	2	-1	0	4	91	-10	-2	-6
CCOC(=O)c1cc(C)n(S(=O)(=O)c2ccc(C)cc2)c1C	0.8	-2	6	-1	1	91	6	0	-19
CCOC(=O)Cc1csc(NS(=O)(=O)c2ccc3ccccc3c2)n1	-2.4	4	-2	4	-2	100	1	-1	-6
CCOC(=O)c1c(-c2ccco2)csc1NC(=O)CSc1nnc(N)s1	1.6	6	12	48*	7	101	7	4	-3
COc1ccc2nc(/C(C#N)=C\c3ccc(C(=O)O)cc3)[nH]c2c1	1.6	23	6	-7	4	97	11	-1	1
CCC(=O)Nc1ccc(C(=O)Nc2ccc(Br)cc2F)cc1	1.6	-3	6	4	0	116	12	-4	2
Cc1onc(-c2ccccc2)c1C(=O)Nc1sc2c(c1C#N)CCC2	3.7	18	4	15	2	119	5	2	-1
O=C(COC(=O)c1c[nH]c2ccccc12)Nc1ccc([N+](=O)[O-])cc1	3.1	/	-7	/	/	94	/	0	-5
Clc1ccc(-c2nc(Cc3ccccc3)no2)cc1	1.5	-4	-2	1	2	86	8	0	5
COc1ccccc1CNC(=O)C1CCN(S(=O)(=O)c2c(C)noc2C)CC1	-2.1	1	17	-1	-4	98	11	1	5
CN(CC(=O)Nc1cccc(F)c1)C(=O)Cc1n[nH]c(=O)c2ccccc12	2.0	-1	-5	0	6	103	-10	-8	-4
COC(=O)C(NC(=O)C(CC(C)C)NC(=O)C1CCC(C)CC1)C(C)C (centres undefined)	1.0	-4	-5	-2	1	82	14	-3	-38
O=S(=O)(c1ccc(F)cc1)N1CCN(C(=S)NC2CCCC2)CC1	2.5	-3	13	5	-4	102	-5	-2	0
O=C(CCCc1ccccc1)Nc1nnc(C(F)(F)F)s1	-2.3	-2	2	0	-2	90	3	5	4
COc1cccc(NC(=O)CN(C)C(=O)c2c(-c3c(F)cccc3Cl)noc2C)c1	4.9	/	3	/	/	140	/	-3	15
Cc1ccc(C(=O)NC2CCCCC2)cc1S(=O)(=O)N1CCCC1	2.6	-2	-1	-5	3	88	-8	-13	5
CC(c1ccco1)N(C(=O)COc1ccccc1[N+](=O)[O-])c1ccccn1 (centres undefined)	1.5	-2	-7	-6	-2	104	-4	-3	8
CNC(=O)Nc1cccc(C(F)(F)F)c1	-3.3	3	-3	0	3	100	-2	-2	2
Cc1ccc(S(N)(=O)=O)c(C)c1-n1cnnn1	-0.3	0	-6	-1	-2	95	-2	-1	4
Cc1ccc(OCCCn2cc(C#N)c3ccccc32)cc1	3.0	-1	7	3	3	96	-3	1	4
O=S(=O)(c1ccc(Oc2ccc(Cl)cc2)c(S(=O)(=O)N2CCCCC2)c1)N1CCCCC1	1.2	-3	-2	13	-2	90	7	-3	5
Cc1ccc(SCc2cn3ccccc3n2)cc1	1.6	-2	-4	-6	-6	96	-6	1	18
Cc1cccc(NC(=O)c2ccc(S(=O)(=O)N(C)C)cc2)c1	0.3	1	9	-2	4	103	-3	-2	-15
CNC(=S)NNC(=O)c1ccc(=O)n(Cc2ccc(Cl)cc2Cl)c1	0.7	-14	4	3	-1	86	-3	1	-10
CCCCc1nc(SCC(=O)Nc2ccc(S(N)(=O)=O)cc2)n[nH]1	-0.4	0	-2	-1	-3	115	-5	-3	4
COc1ccccc1CNC(=O)c1ccc(-c2ccccc2)cc1	4.7	3	-5	8	-8	98	-4	-4	-16
Cc1ccc(N2CC(C(=O)OCC(=O)NNC(=O)c3ccccc3)CC2=O)cc1 (centres undefined)	-1.1	2	5	1	-9	97	6	35*	-15
CC(C)(C)OC(=O)N[C@@H](COCc1ccccc1)C(=O)N[C@@H](CO)[C@H](O)[C@@H]1C[C@@H]1C(=O)N1CCCC1	-1.3	-1	-5	-5	6	113	-15	-1	18
O=C(Nc1cccnc1)c1cc(-c2cccs2)on1	-0.1	-1	-7	2	9	101	14	-4	4
O=S(=O)(NC1CCCCCCC1)c1ccccc1	1.4	0	-4	2	-1	110	-2	-2	10
COC(=O)c1scc(S(=O)(=O)C(C)C)c1N/N=C(\C#N)C(=O)c1ccc(Cl)cc1	5.3	-1	-5	10	0	91	13	1	23
